ASK1 primary: human ASK1 kinase inhibition, primary screen; Q99683; AlphaScreen MKK6 phosphorylation by ASK1, luminescence; inhibition, % at 7.44 µM; 0.99% of 22,000 active; in the data active = inhibition above about 35%;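 also: 0% = median of compound wells and 100% = no enzyme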
Target sequence (Q99683 whole entry, looked up): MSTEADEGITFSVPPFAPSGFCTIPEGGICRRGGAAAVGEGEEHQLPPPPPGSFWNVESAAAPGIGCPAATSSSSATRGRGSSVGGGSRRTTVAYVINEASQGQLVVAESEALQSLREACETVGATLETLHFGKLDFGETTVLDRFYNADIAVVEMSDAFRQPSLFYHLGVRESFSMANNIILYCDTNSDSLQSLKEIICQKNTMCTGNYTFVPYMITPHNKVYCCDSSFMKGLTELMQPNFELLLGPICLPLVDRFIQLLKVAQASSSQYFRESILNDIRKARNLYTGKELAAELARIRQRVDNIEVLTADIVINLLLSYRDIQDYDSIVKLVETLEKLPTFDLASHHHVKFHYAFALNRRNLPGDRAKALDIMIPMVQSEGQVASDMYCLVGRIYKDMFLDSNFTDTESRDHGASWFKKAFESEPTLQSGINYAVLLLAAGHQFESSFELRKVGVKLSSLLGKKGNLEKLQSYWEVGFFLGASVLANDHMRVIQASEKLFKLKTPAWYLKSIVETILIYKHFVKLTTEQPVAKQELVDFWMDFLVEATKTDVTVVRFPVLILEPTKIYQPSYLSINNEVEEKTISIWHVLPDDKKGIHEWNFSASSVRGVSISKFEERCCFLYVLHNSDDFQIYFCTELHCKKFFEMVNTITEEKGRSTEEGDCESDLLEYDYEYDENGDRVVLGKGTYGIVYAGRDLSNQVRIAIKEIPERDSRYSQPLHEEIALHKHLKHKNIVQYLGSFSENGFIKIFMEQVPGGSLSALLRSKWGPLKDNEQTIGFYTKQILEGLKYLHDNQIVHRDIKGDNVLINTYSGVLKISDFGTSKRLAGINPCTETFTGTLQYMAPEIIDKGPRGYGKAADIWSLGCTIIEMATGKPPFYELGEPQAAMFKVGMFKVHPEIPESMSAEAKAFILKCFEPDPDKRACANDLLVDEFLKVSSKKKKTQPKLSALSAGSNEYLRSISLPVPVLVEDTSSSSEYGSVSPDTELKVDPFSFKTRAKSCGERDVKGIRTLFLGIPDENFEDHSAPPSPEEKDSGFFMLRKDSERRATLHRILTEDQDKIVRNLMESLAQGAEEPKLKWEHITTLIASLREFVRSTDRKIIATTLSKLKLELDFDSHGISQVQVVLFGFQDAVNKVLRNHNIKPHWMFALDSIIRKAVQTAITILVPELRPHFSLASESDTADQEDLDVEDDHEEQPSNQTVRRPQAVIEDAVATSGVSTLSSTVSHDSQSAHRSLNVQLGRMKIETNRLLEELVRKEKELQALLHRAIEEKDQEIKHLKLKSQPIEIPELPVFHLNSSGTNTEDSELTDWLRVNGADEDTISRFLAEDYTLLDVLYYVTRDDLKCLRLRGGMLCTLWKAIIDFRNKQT
ULK1 inh: blocks human autophagy kinase ULK1. O75385. AlphaScreen Atg13 phosphorylation by ULK1, luminescence. inhibition, % at 5.96 µM. 1.9% of 30,000 active. AID 1259251; in the data active = inhibition above about 43%;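 also: 0% = median of compound wells and 100% = no enzyme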
Numbers without * were called inactive; . = no result given; & = joins results of further samples. Rows are unselected; 2.4% or so of the library scored in one or more.

ASK1 primary	ULK1 inh	Molecule
.	0.4	CCOC(=O)c1ccc(NC(=O)C(=O)NCc2ccc(/C=C(/C#N)C(N)=O)o2)cc1
.	-13.1	NS(=O)(=O)c1cc(C(=O)O)c(NCc2ccco2)cc1Cl
2.2	6.3	CC(C)N(CCNc1nc(N2CCC(N3CCOCC3)CC2)nc2c1ncn2C1CCCCC1)C(C)C
.	4.5	OC(CCN1CCCCC1)(c1ccccc1)c1ccccc1
.	-2.6	Cc1c(C)c2c(c(C)c1O)CC[C@@](C)(CCC[C@H](C)CCC[C@H](C)CCCC(C)C)O2
-17.7	-4.2	NC(=O)c1ccc(-c2cncc(C(=O)NC3CC3)c2)cc1
-10.8	-6.0	O=C(Nc1ccc2[nH]ncc2c1)[C@H](O)CSc1ccc(Br)cc1
1.9	0.8	c1cnc(Nc2nc(Nc3ccc4c(c3)OCO4)c3ncn(C4CCCCC4)c3n2)cn1
-8.6	5.9	Cc1noc(C)c1-c1nc(NCCN2CCOCC2)c2ncn(C(C)C)c2n1
.	2.5	CCOC(=O)C1CCN(C(c2ccc(OC)cc2)c2c(O)cc(C)n(Cc3ccccc3)c2=O)CC1 (centres undefined)

5 entries from above, set out differently:
The line under a structure holds: ASK1 primary	ULK1 inh
> NC(=O)c1ccc(-c2cncc(C(=O)NC3CC3)c2)cc1
 : -17.7	-4.2
> NS(=O)(=O)c1cc(C(=O)O)c(NCc2ccco2)cc1Cl
 : .	-13.1
> Cc1noc(C)c1-c1nc(NCCN2CCOCC2)c2ncn(C(C)C)c2n1
 : -8.6	5.9
> CCOC(=O)c1ccc(NC(=O)C(=O)NCc2ccc(/C=C(/C#N)C(N)=O)o2)cc1
 : .	0.4
> Cc1c(C)c2c(c(C)c1O)CC[C@@](C)(CCC[C@H](C)CCC[C@H](C)CCCC(C)C)O2
 : .	-2.6

The listing continues.
ASK1 primary	ULK1 inh	Molecule
.	3.6	COc1cc(C(=O)Nc2ccc3c(c2)CC(=O)N3C)cc(OC)c1OC
-14.7	-6.9	NC(=O)c1cccc(-c2ccc(C(=O)NC3CC3)cc2)n1
-13.8	0.2	O=C(NCCO)c1cnc(N2CCC(N3CCOCC3)CC2)s1
2.3	-2.5	Cc1cnc(-c2cccc(N)c2)nc1N
.	13.7	C[C@@H]1O[C@@H](OC[C@H]2O[C@@H](Oc3c(-c4ccc(O)c(O)c4)oc4cc(O)cc(O)c4c3=O)[C@H](O)[C@@H](O)[C@@H]2O)[C@H](O)[C@H](O)[C@H]1O
-10.1	-2.9	CC(C)c1nc2ccc(-c3cnn(C)c3)cc2c(=O)[nH]1
33.0	-37.0	CN1CCN(c2ccc(-c3nc(NCCc4ccc(O)cc4)c4ncn(Cc5ccc(C(F)(F)F)cc5)c4n3)cc2)CC1
1.0	1.8	CCN(CC)C(=O)C1CCCN(c2nccc(NCCOc3ccccc3)n2)C1 (centres undefined)
3.1	5.8	Cn1c(Nc2cccc(C(=O)NCCc3ccc(O)cc3)c2)nc2ccccc21
-18.1	0.1	O=C(NCCOc1ccccc1)c1cccc(N2CCc3ccccc3C2)c1
9.8	-4.5	COc1cc(Nc2nc(NCCN3CCOCC3)c3ncn(-c4ccsc4)c3n2)cc(OC)c1OC
-13.4	-0.6	FC(F)(F)c1cccc(CNc2ccnc(Nc3ccncc3)n2)c1
7.2	-14.5	O=C1CCCN1CCCNc1cc(Nc2ccc(C(F)(F)F)cc2)ncn1
-8.2	-16.2	CC(C)N(CCNc1nc(Nc2ccc(C(F)(F)F)cc2)nc2c1ncn2-c1ccsc1)C(C)C
-13.4	-7.7	Cc1ncn(-c2ccc(Nc3nccc(-c4ccc(C#N)c(NC(C)C)c4)n3)cc2)n1
12.1	-9.9	CCOc1ccc(C[C@@H](N)c2nc3ccc(-c4cn[nH]c4)cc3c(=O)[nH]2)cc1
-18.7	-8.3	c1ccc(CNc2ccnc(NC3CCN(Cc4ccccc4)CC3)n2)cc1
19.1	12.9	NC(=O)c1ccc(-c2nc(NCc3cccnc3)c3ncn(CCN4CCCC4=O)c3n2)cc1
.	6.1	Cc1sc2ncnc(SCC(=O)Nc3cccc(F)c3)c2c1C
.	-6.8	CN(C)CCOC1=Cc2ccccc2Sc2ccc(Cl)cc21
.	-9.3	COc1c(C)c2c(c(O)c1C/C=C(\C)CCC(=O)O)C(=O)OC2
1.3	-3.6	NC(=O)c1cccc(Nc2ccncn2)n1
.	3.2	COc1ccc(-c2nc(-c3cc(OC)c(OC)c(OC)c3)no2)cc1OC
7.9	16.1	CC(=O)Nc1ccc(NC(=O)C2CCN(c3ccc(NCc4cccnc4)nn3)CC2)cc1
-5.2	2.1	CCCNC(=O)c1cccc(Nc2nccc3ccccc23)c1
.	3.5	Cc1ccc2nc(C)c3c(c2c1)SC(C)C3 (centres undefined)
-17.6	-17.4	FC(F)(F)c1cccc(CNc2cc(N3CCc4ccccc4C3)ncn2)c1
5.7	52.2*	COc1cc(Nc2nc(Nc3ccc4c(c3)OCO4)c3[nH]cnc3n2)cc(OC)c1OC
.	7.0	CN1C(=O)OC(C)(C)C1=O
15.1	1.9	CC(=O)Nc1ccc(Nc2nc(NCc3ccc4c(c3)OCO4)nc3c2ncn3Cc2ccc(C(F)(F)F)cc2)cc1

Record cards, as listed above:
COc1cc(Nc2nc(Nc3ccc4c(c3)OCO4)c3[nH]cnc3n2)cc(OC)c1OC as listed: ASK1 primary = 5.7; ULK1 inh = 52.2*
COc1ccc(-c2nc(-c3cc(OC)c(OC)c(OC)c3)no2)cc1OC as listed: ASK1 primary = .; ULK1 inh = 3.2
CC(=O)Nc1ccc(Nc2nc(NCc3ccc4c(c3)OCO4)nc3c2ncn3Cc2ccc(C(F)(F)F)cc2)cc1 as listed: ASK1 primary = 15.1; ULK1 inh = 1.9

New compounds follow.
ASK1 primary	ULK1 inh	Molecule
-5.3	-0.4	Cc1ncn(-c2ccc(Nc3ncc4cccc(-c5ccc6c(c5)OCO6)c4n3)cc2)n1
19.5	-30.6	c1ccc(CN2CCC(Nc3nc(-c4ccccc4)nc4c3ncn4C3CCCCC3)CC2)cc1
-20.1	10.6	c1ccc2c(c1)OCC(c1nc3ncc(-c4ccncc4)cc3[nH]1)O2 (centres undefined)
.	-6.9	c1ccc(-c2cc(N3CCC4(CC3)OCCO4)nc(-c3ccccn3)n2)nc1
-9.6	-15.9	CCCNc1cc(C)nc(N2CCc3ccccc3C2)n1
-0.2	0.1	CCCNc1nc(N2CCCC2CO)nc2c1ncn2C1CCCCC1 (centres undefined)
-4.5	0.8	Cc1noc(C)c1-c1nc(NCc2nc3ccccc3[nH]2)c2ncn(CCN3CCCC3=O)c2n1
24.9	9.6	O=C(Nc1ccc2[nH]ncc2c1)C1CCN(C(=O)c2cc3cc(F)ccc3[nH]2)CC1
-1.9	-6.0	CN(C)CCOc1cc(-c2cn[nH]c2)ccc1NC(=O)OCc1ccccc1
-0.5	1.8	CCNc1ccc(N2CCC(C(=O)NCCc3ccc(OC)cc3)CC2)nn1
-3.4	-5.8	CN1CCN(CCNC(=O)c2ccnc(-n3ncc4cc(Nc5ccc(Cl)cc5)ccc43)c2)CC1
.	6.2	CC(C)CC1C(=O)Nc2cc(S(C)(=O)=O)ccc2N1C(=O)Cc1cc(F)cc(F)c1 (centres undefined)
.	-7.6	c1ccc2c(c1)nc1n2CCN1CCN1CCOCC1
2.9	-9.3	O=C(NCCO)c1ccc2nc(N3CCC(N4CCOCC4)CC3)sc2c1
70.9*	24.6	COc1ccc(CCNc2cc(C)nc(Nc3cccc(N(C)C)c3)n2)cc1
-13.8	6.6	CCN(CC)c1nc(NCCN2CCOCC2)nc(Nc2nc3ccccc3n2C)n1
.	-13.9	CC(=O)Nc1ccc(N=NC2C(=O)N(C(N)=S)N=C2C)cc1 (centres undefined)
-5.3	-0.1	NC(=O)c1cc(F)ccc1Nc1ccnc(Nc2ccc(N3CCOCC3)cc2)c1
5.1	4.1	NC(=O)c1cccc(-c2ccc(N3CCOCC3)nc2)n1
-13.9	-3.3	CC(=O)c1cccc(-c2cccc(C(=O)NCc3nc4ccccc4[nH]3)c2)c1
.	11.3	O=C(Nc1ccc2nsnc2c1NC(=O)c1ccccc1)c1ccccc1
-0.5	11.5	O=C(NC1CC1)c1cnc(N2CCN(c3ccccn3)CC2)s1
1.2	-11.2	Clc1ccc(CN2CCC(c3nc(-c4ccncc4)no3)C2)cc1 (centres undefined)
-34.9	-34.8	COc1cc2nc(-c3cccc(OC(F)(F)F)c3)nc(Nc3ccc(OCCN4CCCCC4)cc3)c2cc1OC
-21.5	22.4	CC(C)n1cnc2c(NCCO)nc(Nc3ccncn3)nc21
.	11.7	C/C(CC(=O)Nc1ccc(N(C)C)cc1)=N\NC(=O)c1ccc(Cl)cc1
.	5.8	C/C(=N\NC(=O)c1cccc(F)c1)c1cc([N+](=O)[O-])cs1
-29.9	14.8	Cc1cccc(CC(=O)Nc2cnn(-c3cccc(C(=O)Nc4ccc(-n5cnc(C)n5)cc4)c3)c2)c1
6.0	-2.6	FC(F)(F)c1cccc(CNc2nc(Nc3ccccn3)nc3c2ncn3-c2ccsc2)c1
8.3	15.2	CC(=O)Nc1cc(-c2ccnc(N)n2)ccc1NC(=O)COc1ccccc1
-19.0	-5.2	Cc1cnc(Oc2ccccc2)nc1NC1CCN(Cc2ccccc2)CC1
-15.3	-28.9	OCCNc1nc(N2CCC(N3CCOCC3)CC2)nc2c1ncn2Cc1ccc(C(F)(F)F)cc1
23.1	-12.9	COc1ccc(CCNc2nc(Nc3ccc(-n4ccnc4)cc3)nc3c2ncn3Cc2ccc(C(F)(F)F)cc2)cc1
.	8.2	CN(C)Cc1cn2c3c(ncnc13)N(C)CC2
-10.1	-8.6	CN1CCN(c2ccc(-c3cc(Nc4ccccc4)nc(N)n3)cc2)CC1
10.1	-6.7	COc1ccc2c(c1)CC(C(=O)Nc1ccc(-c3cn[nH]c3)cc1OCC1CCCCN1C)CO2 (centres undefined)
-1.6	9.9	O=C(Nc1ccnc(Nc2ccc3[nH]ncc3c2)n1)c1cccnc1
.	-2.3	Cc1ncc2c(Nc3ccc(C(F)(F)F)cn3)nc3ccccc3n12
-5.7	-1.4	NC(=O)c1ccccc1Nc1ccnc(Oc2ccccc2)c1
.	-15.4	CCOC(=O)N1CCN(c2cc(-c3cncc(-c4ccc(C)cc4)c3)nc(C)n2)CC1
-13.6	-3.2	Clc1cc(NC2CC2)ncn1
1.8	24.1	NC(=O)c1ccc(-c2cc(NCc3cccnc3)nc(N)n2)cc1
-15.9	12.7	CCCNC(=O)c1ccc2nc(Nc3cnccn3)sc2c1
17.4	-15.6	COc1ccc(-c2nccc(Nc3ccccc3)n2)cc1
.	-5.7	Cc1ccc(-c2nc3n(c2CNC(=O)c2cccc4ccccc24)CCS3)cc1
11.2	-21.5	Nc1cccc(-c2nccc(NCCOc3ccccc3)n2)c1
.	-6.2	c1ccc2c(CCC3CCNCC3)c[nH]c2c1
8.8	12.3	c1ccc2c(Nc3nc(NC4CC4)c4[nH]cnc4n3)nccc2c1
8.4	1.3	CN(C)c1cccc(Nc2cc(C(=O)NCc3nc4ccccc4[nH]3)ccn2)c1
.	-3.5	Cc1ccn2c(=O)c(NC(=O)Cc3ccc(-c4ccccc4)cc3)c(C)nc2c1

New compounds follow:
ASK1 primary	ULK1 inh	Molecule
-8.5	2.5	O=C1CCCN1CCn1cnc2c(NC3CCN(Cc4ccccc4)CC3)nc(Nc3ccccn3)nc21
-10.4	5.6	Fc1ccc(-c2c(-c3ccnc(Nc4ccc(N5CCOCC5)cc4)c3)noc2-n2cccn2)cc1
21.2	-6.0	Clc1nc(Nc2ccc3c(c2)OCO3)c2ncn(-c3ccccc3)c2n1
-14.3	-5.5	CN1CCN(C(=O)c2ccc(-c3nc(C(=O)NC4CCN(Cc5ccccc5)CC4)cs3)cc2)CC1
21.3	2.3	FC(F)(F)c1ccc(Cn2cnc3c(NC4CCN(Cc5ccccc5)CC4)nc(NC4CCN(Cc5ccccc5)CC4)nc32)cc1
19.5	89.9*	CCN(CC)CCNC(=O)c1ccc(Nc2cc(Nc3ccccc3C(=O)NC)c(C(F)(F)F)cn2)c(OC)c1
35.8*	17.9	CC(C)n1cnc2c(NC3CCN(Cc4ccccc4)CC3)nc(Nc3cccc(N(C)C)c3)nc21
4.5	4.6	O=C(NCCCN1CCCC1=O)c1cnc(NC2CCC(O)CC2)s1 (centres undefined)
7.5	-11.4	CN(C)C(=O)C(=O)c1cn(C)c2cc(Cl)c(C(=O)N3CCC(Cc4ccc(F)cc4)CC3)cc12
-10.3	-6.8	O=C(NCCc1ccc(O)cc1)c1cc(N2CCCC2CO)nc2ccccc12 (centres undefined)
23.1	18.2	O=C(Nc1ccc2c(c1)OCO2)c1ccnc(Nc2ccc(N3CCOCC3)cc2)c1
5.6	-17.0	Cc1cc(NCCc2ccc(O)cc2)nc(-c2cccs2)n1
-18.2	-0.5	O=C1CCCN1CCn1cnc2c(NCc3nc4ccccc4[nH]3)nc(Cl)nc21
6.0	29.0	COc1cc(NC(=O)c2ccnc(Nc3ncccn3)c2)cc(OC)c1OC
15.5	11.7	c1ccc(CN2CCC(Nc3nc(Nc4ccc(-n5ccnc5)cc4)nc4nc[nH]c34)CC2)cc1
.	0.7	COc1ccccc1NC(=O)C1=C(C)NC2=C(C(=O)CCC2)C1c1ccc(C)o1 (centres undefined)
5.5	16.6	CCCNC(=O)c1ccc2nc(Nc3ncccn3)sc2c1
-22.0	-2.8	O=C(Cc1cccnc1)Nc1ccc(-c2cn[nH]c2)cc1Oc1ccccc1
.	23.6	O=C(c1ccc2cncc(-c3ccsc3)c2n1)N1CCC(O)CC1
.	-6.0	COCCNc1cc(-c2ccncc2)nc(-c2ccccc2)n1
.	-4.9	CO/N=C(\C(=O)N[C@@H]1C(=O)N2C(C(=O)O)=C(CSc3nc(C)c(CC(=O)O)s3)CS[C@H]12)c1csc(N)n1
-4.5&-21.5	-0.3&6.1	c1ccc(Nc2cc(NCCN3CCOCC3)ncn2)cc1
11.9	3.8	NC(=O)c1cnc(NC2CCN(Cc3ccccc3)CC2)s1

From PubChem
